From PubChem BioAssay
PI5P4K alpha inh: qHTS for Inhibitors of phosphatidylinositol 5-phosphate 4-kinase (PI5P4K); Phosphatidylinositol 5-phosphate 4-kinase type-2 alpha (Homo sapiens), P48426; PI5P4Kalpha enzyme, ADP-Glo luminescence, 60 min; active compounds read low; max response, %; 330,000 tested, 1.2% active; AID 652105, 2013; active = max response of -50% or lower; inconclusive = between -30% and -50%; inactive = -30% or higher; also: value at the top dose of about 77 µM; % is scaled to controls: 0 for no effect and ±100 for the full control effect
Target sequence (P48426 whole entry, looked up): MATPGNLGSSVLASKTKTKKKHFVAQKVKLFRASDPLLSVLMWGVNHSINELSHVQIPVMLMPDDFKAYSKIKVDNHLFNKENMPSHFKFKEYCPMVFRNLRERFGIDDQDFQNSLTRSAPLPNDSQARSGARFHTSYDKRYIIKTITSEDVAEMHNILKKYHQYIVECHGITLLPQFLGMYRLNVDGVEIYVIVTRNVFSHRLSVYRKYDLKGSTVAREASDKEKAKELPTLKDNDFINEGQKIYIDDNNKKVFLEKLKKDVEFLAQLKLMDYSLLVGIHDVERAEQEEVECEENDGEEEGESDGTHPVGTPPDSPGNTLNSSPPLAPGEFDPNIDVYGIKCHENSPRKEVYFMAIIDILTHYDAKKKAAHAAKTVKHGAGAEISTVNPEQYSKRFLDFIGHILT
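PI5P4Kalpha ADP-Glo assay; 5 microM ATP final; 60 min RT reaction; HEPES pH 7.4/EGTA/CHAPS, 5% DMSO; controls lacking substrate or enzyme; luminescent end-point.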
CCT modulator: High-Throughput Screening for Modulators of Cytosolic Chaperonin Activity; purified chaperonin ATPase assay, HTRF ADP detection, 30 min; activity change, % (no concentration beside the values), hits read low; 360,000 tested, 0.3% active; AID 651819, 2012; in the data active = activity change below about -30%; also: % is scaled to controls: 0 for no effect and ±100 for the full control effect
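Enzyme 40 or 20 nM (batch-dependent) in Tris pH 7.4/KCl/MgCl2/DTT; cpd 76 uM single point; ATP 10 uM; 30 min 37 °C; Transcreener ADP HTRF detection, 30 min RT; ratio 665/615.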
EPAC2 antagonist: qHTS for Antagonist of cAMP-regulated guanine nucleotide exchange factor 2 (EPAC2): primary screen | Rap guanine nucleotide exchange factor 4 (Homo sapiens), Q8WZA2 | EPAC2 GEF exchange of Rap1B-BODIPY-GDP, fluorescence | Potency, µM (top dose mostly 114 µM), for the others: at the highest dose activity, negative = inhibition, most hits filed as inhibitors | 360,000 tested, 0.18% active; also: potency is read from the fitted curve at half-maximal effect; % is scaled to controls: 0 for no effect and ±100 for the full control effect; nearly all actives have a fitted effect of over 45% in size; many of its hits are not listed in these tables
PLK1 PBD block: qHTS for Inhibitors of PLK1-PDB (polo-like kinase 1 - polo-box domain): Primary Screen; Serine/threonine-protein kinase PLK1 (Homo sapiens), P53350; Plk1 PBD binding of FITC phosphopeptide, fluorescence polarization; Potency, µM, inactives show max response, negative = inhibition, hits mostly inhibitors; 360,000 tested, 2.8% active; also: potency is read from the fitted curve at half-maximal effect; series mostly up to about 57 µM; % is scaled to controls: 0 for no effect and ±100 for the full control effect; nearly all actives have a fitted effect of over 65% in size
Target sequence (P53350 whole entry, looked up, the tested form may be a part): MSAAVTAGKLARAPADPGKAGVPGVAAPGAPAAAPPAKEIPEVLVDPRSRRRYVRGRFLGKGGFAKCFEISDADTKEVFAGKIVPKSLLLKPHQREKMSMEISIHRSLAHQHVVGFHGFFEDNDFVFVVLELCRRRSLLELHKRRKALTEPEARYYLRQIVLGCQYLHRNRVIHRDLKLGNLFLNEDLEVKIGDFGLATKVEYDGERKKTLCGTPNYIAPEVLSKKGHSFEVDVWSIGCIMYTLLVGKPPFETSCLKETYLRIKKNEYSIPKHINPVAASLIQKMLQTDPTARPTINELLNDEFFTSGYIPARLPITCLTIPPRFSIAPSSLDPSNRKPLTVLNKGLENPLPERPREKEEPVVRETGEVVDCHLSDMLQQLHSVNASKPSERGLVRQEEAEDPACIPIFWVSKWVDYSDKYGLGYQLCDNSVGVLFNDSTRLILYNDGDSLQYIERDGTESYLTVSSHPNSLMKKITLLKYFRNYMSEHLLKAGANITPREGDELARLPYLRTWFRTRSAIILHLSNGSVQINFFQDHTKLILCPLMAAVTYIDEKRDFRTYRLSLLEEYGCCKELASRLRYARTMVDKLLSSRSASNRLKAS
Mm-Cpn inhibitor: Inhibitors of TCP-1 ring complex (TRiC) of Methanococcus maripaludis (MmCpn): qHTS; Chaperonin Mm-Cpn (Methanococcus maripaludis); purified Mm-Cpn ATPase, ADP Transcreener TR-FRET; Potency, µM (doses to about 76.9 µM), for the others: at the highest dose activity, negative = inhibition, usual class: inhibitors; 330,000 tested, 0.031% active; AID 504842, 2011; also: potency is read from the fitted curve at half-maximal effect; % is scaled to controls: 0 for no effect and ±100 for the full control effect; nearly all actives have a fitted effect of over 80% in size
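Inhibition of chaperonin ATP hydrolysis is measured as reduced ADP production, detected by competitive TR-FRET in which signal falls with ADP. Final enzyme 25 nM and ATP 10 uM, reacted 30 min at 37°C.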
EPAC1 antagonist: qHTS for Antagonist of cAMP-regulated guanine nucleotide exchange factor 3 (EPAC1): primary screen; EPAC1 GEF assay, Rap1b-BODIPY-GDP exchange fluorescence; Potency, µM (top dose mostly 115 µM), without a hit: at the top dose activity change, negative = inhibition, actives largely listed as inhibitors; AID 720709, 2013; 360,000 tested, 0.14% active;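 also: potency is read from the fitted curve at half-maximal effect; plate controls were vehicle for no effect and positive control for full effect; nearly all actives have a fitted effect of over 50% in size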
WRN helicase inh: qHTS for Inhibitors of WRN Helicase; Bifunctional 3'-5' exonuclease/ATP-dependent helicase WRN (Homo sapiens), Q14191; WRN helicase unwinding, fluorescent forked duplex, kinetic; Potency, µM (doses to about 114 µM), inactives show at the top dose activity change, negative = inhibition, hits mostly inhibitors; 360,000 tested, 0.46% active; AID 651768, 2012; also: potency is read from the fitted curve at half-maximal effect; % is scaled to controls: 0 for no effect and ±100 for the full control effect; nearly all actives have a fitted effect of over 55% in size
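WRN at 20 nM final preincubated with compound 15 min at room temperature; reaction started with 100 nM fluorophore/quencher forked duplex oligonucleotide and 2 mM ATP final. Unwinding followed kinetically by red fluorescence (ex 525, em 598 nm).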
EPAC1 agonist: qHTS for Agonist of cAMP-regulated guanine nucleotide exchange factor 3 (EPAC1): primary screen; Potency, µM (doses to about 154 µM), without a hit: at the top dose activation, actives largely listed as activators; 360,000 tested, 0.073% active; EPAC1 agonist qHTS, biochemical assay; response scale: 100% = response to 6.5 mM cAMP; Rap guanine nucleotide exchange factor 3 (Homo sapiens), O95398; also: potency is read from the fitted curve at half-maximal effect; nearly all actives have a fitted effect of over 60% in size
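Normalized to 6.5 mM cAMP, activity reflects EPAC1-catalysed release of BODIPY-GDP from Rap1B, followed kinetically over 30 min at 480 nm excitation, 540 nm emission. Reaction contained 100 nM EPAC1, 250 nM Rap1B-BODIPY-GDP, 50 uM GDP.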
An asterisk follows results filed as active; u = inconclusive; x = no result given; [ ] = another dose, or the depositor's remark. Unless noted, calls follow the shape of the dose curve; as a rule, active = well fitted curve in the direction sought with a large enough effect; inconclusive = small, poorly fitted or top-dose-only effect, or another doubt; inactive = no such curve, though single readings can be large; an effect the other way counts as inactive or inconclusive. These rows are one share of the data; count on the stated rates, not on these rows.

no.	smiles	PI5P4K alpha inh	CCT modulator	EPAC2 antagonist	PLK1 PBD block	Mm-Cpn inhibitor	EPAC1 antagonist	WRN helicase inh	EPAC1 agonist
1	COc1cccc(NC(=O)Cn2nc(Cc3cccnc3)c3ccccc3c2=O)c1	2	-2.0	9%	-6%	0%	2%	5%	-7%
2	COc1ccc(N2C(=O)NC(NS(=O)(=O)c3ccccc3)(C(F)(F)F)C2=O)cc1 (stereo not given)	-4	0.5	15%	2%	-1%	-6%	-25%	2%
3	CC(=O)Nc1ccc(OC(=O)c2cc3cc(Br)ccc3oc2=O)cc1	6	1.3	-6%	-2%	1%	-9%	-10%[57.1 µM]	-7%
4	CC(C)NS(=O)(=O)c1ccc(OCC(=O)Nc2ccccc2F)cc1	x	0.3	-1%	-1%	0%	1%	-9%	-1%
5	COc1ccc2cc(CN(CCc3ccccc3)Cc3nnnn3CC3CCCO3)c(=O)[nH]c2c1 (stereo not given)	x	-0.6	-4%	-12%	-5%	-1%	-8%[57.1 µM]	8%
6	Cc1ccc2cc(CN(CCc3ccccc3)C(=S)NCCCN(C)C)c(=O)[nH]c2c1	-5	-0.8	1%	-13%	-6%	-18%	3%	8%
7	COCCn1c(SC(C)C(=O)Nc2ncc(Cl)cc2Cl)nc2ccccc21 (stereo not given)	-4	2.3	-2%	-26%	0%	-8%	3%	-4%
8	COC(=O)C1=C(C)NC(C)=C(C(=O)OC)C1C(=O)OCc1nnc(-c2ccccc2Cl)o1	-5	-1.7	u	-4%	-9%	-10%	-1%	6%
9	O=C1C(Cl)=C(Oc2ccccc2)C(=O)c2ccccc21	-96*	-2.0	u	1.7µM*	x	u	u	14%
10	Cc1ccc(C)c(NS(=O)(=O)c2ccc(OCC(=O)N3CCOCC3)cc2)c1	2	-3.7	4%	-6%	2%	-6%	2%	-11%
11	CCOc1ncccc1C(=O)NCCc1ccc(Cl)cc1	2	-4.3	-1%	6%	0%	-4%	9%	-5%
12	Cc1ccc(OCCN2C(=O)CSC2=O)cc1	2	2.0	13%[57.1 µM]	-5%	0%	19%	15%	-13%
13	CCC(=O)N/C(=N/c1nc(C)cc(C)n1)Nc1ccccc1	7	1.6	18%	-15%	1%	-3%	-19%	-9%
14	Cc1ccn2cc(-c3ccc(NS(=O)(=O)c4ccccc4)cc3)nc2c1	-9	0.4	-1%	1%	-6%	-22%	-3%	-3%
15	Cc1ccc(C2(C)NC(=O)N(CC(=O)Nc3cc(C)on3)C2=O)cc1 (stereo not given)	x	-2.2	-2%	2%	2%	6%	-3%	6%
16	CCN(C(=O)C(C)N1C(=O)/C(=C/c2ccco2)SC1=S)C1CCS(=O)(=O)C1 (stereo not given)	-68*	0.8	33%[activator]	19µM*	-9%	-30%	50µM*	-14%
17	CCN(CC)c1ccc(NC(=O)c2cncc(Br)c2)cc1	-3	1.5	14%	-17%	-7%	0%	-7%	5%
18	COc1cc(C(=O)NCc2nnc(SCC(=O)Nc3nc4ccc(C)cc4s3)o2)cc(OC)c1OC	0	-0.7	1%	-8%	-3%	-23%	-25%	6%
19	O=C(Cn1cnc2c(cnn2-c2ccccc2)c1=O)NC1CCCC1	-4	-2.2	24%	0%	0%	-5%	4%	6%
20	Cc1nc2ccccc2nc1OCc1cccc([N+](=O)[O-])c1	-1	-0.6	-1%	-7%	0%	-23%	0%	-1%
21	Cc1ccc(S(=O)(=O)NCCNc2ccc([N+](=O)[O-])cc2C(F)(F)F)cc1	12	0.3	-14%	2%	-4%	-4%	-9%	4%
22	CCN(CC(=O)Nc1ccc(C(=O)OC)cc1)C1CCCCC1	0	-2.3	2%	-15%	1%	8%	-2%	7%
23	CCN1CCN(C(=O)CCn2c(=O)c3cccn3c3cccnc32)CC1	-1	-0.5	-11%	-5%	1%	3%	-1%	13%
24	CCn1c(=S)sc2c(=O)n(CC(=O)Nc3cccc(Cl)c3)c(C)nc21	0	0.8	6%	-6%	2%	-28%	-7%	0%
25	Cc1ccccc1NC(=O)Cc1nc(COC(=O)c2ccc(Cl)c(S(N)(=O)=O)c2)cs1	u	0.8	-4%	-1%	-3%	4%	-11%	2%
26	CC(Oc1cccc(Cl)c1)C(=O)Nc1ccc([N+](=O)[O-])cn1 (stereo not given)	16	-3.0	-2%	-6%	-1%	1%	-29%	8%
27	CCCCN1C(=S)NC[C@@H]1Cc1ccccc1	-1	0.4	-7%	1%	x	8%	8%	-9%
28	O=C(Cc1c(C(=O)O)[nH]c2ccccc12)Nc1ccc2c(c1)OCO2	-13	-3.9	-5%[57.1 µM]	-16%	1%	11%	-5%	-4%
29	Cc1cc(C)c2[nH]c(=O)c(CN(CC3CCCO3)C(=S)Nc3ccccc3)cc2c1 (stereo not given)	-4	1.5	6%	-5%	-4%	21%	-3%[57.1 µM]	0%
30	COc1ccc(S(=O)(=O)N2CCN(C(=O)c3ccc(NC(C)=O)cc3)CC2)cc1	8	2.5	-9%	2%	-1%	-2%	6%	-11%
31	Cn1c(=O)c2c(nc(SCCCC#N)n2Cc2c(F)cccc2Cl)n(C)c1=O	-4	-0.5	-18%	-7%	1%	-10%	-1%	4%
32	O=C(CCCn1cc([N+](=O)[O-])cn1)NCc1ccccc1	-4	1.1	3%	1%	0%	-11%	4%	-3%
33	COc1cc2c(cc1OC)CN(Cc1cc(=O)oc3c(C)c(C)ccc13)CC2	0	-1.3	7%	-12%	-11%	-27%	-3%	10%
34	O=C(NCCOC(=O)c1ccc([N+](=O)[O-])cc1)c1cccnc1	1	1.4	-8%	-1%	-1%	1%	6%	3%
35	CC(=O)c1c(C)[nH]c(C(=O)Nc2cccc(S(=O)(=O)N3CCCCC3)c2)c1C	1	-0.3	-9%	5%	-18%	-20%	-6%	-2%
36	COc1cccc(C(=O)NNC(=O)C2CCCO2)c1 (stereo not given)	7	0.6	5%	-9%	0%	5%	-6%	-6%
37	COC(=O)[C@]12CCCCC=C1N(Cc1ccc(Cl)cc1Cl)C(=O)[C@H](CC(=O)NCc1ccccc1)C2	21	-0.5	8%	-19%	x	-9%	-2%	5%
38	COc1cc(C)c(C(C)C)cc1S(=O)(=O)n1cnc(C)c1	-2	0.5	-22%	-7%	2%	-2%	-3%	0%
39	Cc1nnc(NC(=O)c2ccc(S(=O)(=O)N3CCCCC3C)cc2)o1 (stereo not given)	2	-3.7	-1%	-11%	4%	-21%	-35%	5%
40	Cc1ccccc1-c1noc(N)c1C#N	x	1.1	19%	0%	0%	7%	-4%	1%
41	CCN(CC)C(=O)[C@H]1C[C@H](CC(=O)NCc2cccc(C(F)(F)F)c2)C(=O)N2CCc3c([nH]c4cc(-c5ccco5)ccc34)[C@]12C	-22	2.4	-13%	-6%	-29%	-22%	3%	-16%
42	Cc1ccnc(NS(=O)(=O)c2ccc(NC(=O)c3ccc(Br)o3)cc2)n1	3	-2.0	2%	-5%	-5%	4%	-1%	0%
43	CCN1CCN(C(=O)Nc2cc(Cl)ccc2OC)CC1	4	0.9	16%	-2%	0%	20%	3%	-11%
44	CCC1=NN2C(=N)/C(=C/c3ccc(OS(=O)(=O)c4ccccc4)c(OC)c3)C(=O)N=C2S1	-26	-0.4	-22%	19µM*	-1%	-22%	-26%	2%
45	CC(=O)Nc1ccc(Nc2nc(C)nc3c2nnn3Cc2ccccc2Cl)cc1	1	-0.4	-2%	-9%	0%	0%	8%	2%
46	CC1(C(=O)NS(=O)(=O)c2ccccc2Cl)CCN1C(=O)COc1ccc(Cl)cc1 (stereo not given)	0	-3.1	2%	-7%	x	-4%	0%	0%
47	O=C(O)c1cccc(-c2csc(C(O)c3ccc(F)cc3)n2)c1 (stereo not given)	0	-0.3	0%	-9%	x	-3%	7%	-2%
48	Cc1cc2c(cc(C(=O)OC(C(=O)NCC3CCCO3)C(C)C)n2C)o1 (stereo not given)	0	-1.1	2%	-24%	-5%	-4%	7%	-1%
49	CCn1nc(C(=O)NCCc2ccc3c(c2)OCCO3)c2ccccc2c1=O	-2	2.7	-7%	4%	-1%	0%	-2%	-4%
50	CCc1ccc(CCC(=O)Nc2ccc(C)cc2C)o1	x	-0.5	10%	0%	2%	3%	-13%	2%
51	Cc1cc(C)n(CC2CC(=O)N(c3ccc(C)c(Cl)c3)C2=O)n1 (stereo not given)	3	0.6	2%	u	-2%	11%	-3%	6%
52	NS(=O)(=O)c1ccc(CCNC(=O)C2CCCO2)cc1 (stereo not given)	-1	-5.6	12%	-7%	2%	-12%	6%	3%
53	Cc1cc(C)c(OCC(=O)OCC(=O)NNC(=O)c2ccccc2F)c(C)c1	-10	2.6	11%	-5%	0%	0%	12%	-2%
54	CCCOC(=O)C1=C(C)N(C)C(=O)NC1c1cc2c(cc1[N+](=O)[O-])OCO2 (stereo not given)	-2	1.2	-16%	u	0%	-9%	-4%[11.6 µM]	3%
55	Cn1cccc1C(=O)OCC(=O)NC(=O)NC1CCCCC1	4	-2.6	15%	-1%	2%	-10%	6%	-6%
56	Cc1oc(-c2ccc(Cl)cc2)nc1CS(=O)CC(=O)NC1CCCCC1 (stereo not given)	-22	2.0	36%[activator]	-17%	1%	3%	-12%	-4%
57	COC(=O)[C@@]12C[C@@H](CC(=O)NCCc3ccccc3OC)C(=O)N(Cc3cccc4ccccc34)C1=CCC(C)(C)C2	9	x	-12%	2%	x	2%	-5%	2%
